tim10-1 inh = growth inhibitors of tim10-1 mutant yeast; S. cerevisiae tim10-1 ts strain growth, BacTiter-Glo, 24 h; inhibition, % at 20 µM; hit rate 2.2% among 330,000;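 active = inhibition of at least 40%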;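 also: mutant grown at 25 °C; 0% = DMSO wells with yeast and 100% = wells holding no yeast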
tim23-1 inh = growth inhibitors of tim23-1 mutant yeast; hit rate 1.3% among 330,000; S. cerevisiae tim23-1 growth, BacTiter-Glo luminescence, 24 h; inhibition, % at 20 µM;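 active = growth inhibition of the mutant yeast at or above 50%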;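 also: temperature-sensitive mutant grown at 25 °C; plate controls were DMSO-treated mutant yeast for no effect and medium wells lacking yeast for full effect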
NALP3 yeast inh = blocks the NALP3 inflammasome reconstituted in yeast; Yeast reconstituted NLRP3/ASC/caspase-1, beta-gal luminescence, 24 h; inhibition, % at 10 µM; hit rate 0.39% among 330,000;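 active = inhibition of 50% or more; inactive = inhibition below 50%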;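 also: plate controls were induced DMSO wells for no effect and uninduced yeast grown without galactose for full effect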
GRIN3A LBD mod = NR3A (human) ligand-binding domain modulation | hit rate 2.5% among 340,000 | Tm shift relative to glycine control, % at 25 µM | NR3A LBD differential scanning fluorimetry, Tm shift; 0% = protein alone, 100% = glycine-bound protein;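 active = melting temperature shift of at least 10% of the positive control shift, at one fixed dose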
APJ agonist = activates the human apelin receptor APJ. CHO-K1 APJ PathHunter beta-arrestin, luminescence; 0% DMSO wells, 100% apelin. activation, % at 20 µM. hit rate 0.11% among 330,000. AID 2520;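 active = activation more than six SD over the plate average, tested at 20 µM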;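 also: 0% = DMSO alone and 100% = apelin-13 at 10 nM; some results filed as inactive read as strong as hits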
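Assay system – PathHunter CHO-K1 APJ (AGTRL-1) beta-arrestin reporter cells · Compound – one dose, 20 µM compound, 1% DMSO · Timing – compound 90 min 25 °C, reagent 1 h · Measured by – luminescence from split beta-galactosidase complementation, Galacton Star/Emerald II substrate · Measure – beta-arrestin recruitment to APJ as agonist activity, luminescent signal · Benchmarks – DMSO vs Apelin-13 10 nM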
CHOP UPR activ = apoptotic UPR (CHOP) activation; CHO-CHOP luciferase reporter, luminescence; percent of tunicamycin response over DMSO baseline; activation, % at 10 µM; hit rate 0.34% among 330,000;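 active = at 10 µM dose, activation of 40% or more, normalized to positive control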;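 also: 100% = tunicamycin at 10 µg/mL and 0% = DMSO alone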
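measured by = luciferase luminescence | assay system = CHO-CHOP cells, stable luciferase reporter of PERK-eIF2a-CHOP signalling | amount = 500 reporter cells seeded per well | timing = 6 h compound exposure at 37 °C after overnight seeding | controls = positive tunicamycin 10 µg/mL, negative DMSO alone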
Mdm2-MdmX inh = disrupts the human Mdm2-MdmX interaction. SaOS-2 split-luciferase Mdm2/MdmX complementation, luminescence. inhibition, % at 8 µM. O15151+Q00987. hit rate 3% among 330,000;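 active = inhibition of at least 50% at 8 µM in the primary screen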
Target sequence (O15151 whole entry, looked up): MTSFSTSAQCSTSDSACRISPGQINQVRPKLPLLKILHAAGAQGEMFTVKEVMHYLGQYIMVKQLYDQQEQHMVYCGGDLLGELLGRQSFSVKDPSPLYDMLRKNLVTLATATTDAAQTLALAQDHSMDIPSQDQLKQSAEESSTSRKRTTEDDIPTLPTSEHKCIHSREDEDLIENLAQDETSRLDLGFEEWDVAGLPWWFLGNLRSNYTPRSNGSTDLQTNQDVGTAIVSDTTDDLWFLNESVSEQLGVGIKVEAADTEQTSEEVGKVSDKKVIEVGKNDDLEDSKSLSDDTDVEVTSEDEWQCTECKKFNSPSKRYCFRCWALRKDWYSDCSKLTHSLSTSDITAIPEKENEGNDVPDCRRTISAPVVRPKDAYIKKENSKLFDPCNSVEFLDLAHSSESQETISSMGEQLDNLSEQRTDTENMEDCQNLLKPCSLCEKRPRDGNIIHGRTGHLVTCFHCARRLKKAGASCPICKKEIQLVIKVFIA
Target sequence (Q00987 whole entry, looked up): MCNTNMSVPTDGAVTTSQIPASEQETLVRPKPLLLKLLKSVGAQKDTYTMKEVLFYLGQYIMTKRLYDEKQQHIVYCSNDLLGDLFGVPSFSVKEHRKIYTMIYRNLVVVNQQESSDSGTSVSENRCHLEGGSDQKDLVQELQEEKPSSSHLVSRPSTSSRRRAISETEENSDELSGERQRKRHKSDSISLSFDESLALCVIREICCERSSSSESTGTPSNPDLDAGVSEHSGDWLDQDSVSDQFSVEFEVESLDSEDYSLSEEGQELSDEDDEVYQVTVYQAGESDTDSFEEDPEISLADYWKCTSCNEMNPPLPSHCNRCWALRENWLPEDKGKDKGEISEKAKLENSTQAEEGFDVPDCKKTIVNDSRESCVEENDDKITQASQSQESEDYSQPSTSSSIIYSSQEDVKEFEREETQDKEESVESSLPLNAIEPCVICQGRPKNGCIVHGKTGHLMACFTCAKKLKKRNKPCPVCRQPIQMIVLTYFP
UPR XBP1 act = adaptive UPR (XBP1) activation. hit rate 0.33% among 330,000. AID 463104. activation, % at 20 µM. CHO-XBP1 luciferase reporter, IRE1-XBP1 UPR activation, luminescence; percent of tunicamycin response, DMSO as zero;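 active = versus positive control, 20 µM dose yields 30% or more activation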;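 also: 100% = tunicamycin at 10 µg/mL and 0% = DMSO only wells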
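Assay system: IRE1-XBP1 luciferase reporter CHO line. Input: 1000 cells/well. Buffer or medium: F12 with 10% serum. Doses: 20 µM, 1% DMSO. Times: overnight seeding at 37 °C, 6 h compound treatment at 37 °C. Technique: Steady-Glo luciferase glow luminescence, 10 min after reagent addition.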
TIM10 inh = growth inhibitors of TIM10 yeast strain | S. cerevisiae TIM10 strain growth, BacTiter-Glo luminescence, 24 h | inhibition, % at 10 µM | hit rate 1.4% among 330,000;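 active = inhibition of 40% or more at the single tested concentration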;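 also: wild-type TIM10 isogenic control strain grown at permissive 25 °C; 0% = DMSO yeast wells and 100% = minimal medium wells without yeast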
Numbers without * were called inactive; nt = not tested or not shown; & = joins results of further samples; ! = not active in a repeat.

SMILES	tim10-1 inh	tim23-1 inh	NALP3 yeast inh	GRIN3A LBD mod	APJ agonist	CHOP UPR activ	Mdm2-MdmX inh	UPR XBP1 act	TIM10 inh
Cc1ccc(CN2C(=O)N/C(=C\c3ccc(-c4ccc(C(=O)O)cc4C)o3)C2=O)cc1	13	9	14	0	0	-0.8	21	0	16
CC#CC[N+](C)(C)CC(=O)c1ccccc1	-19	7	-1	0	-2	-0.1	-25	-1	-8
Fc1ccccc1Cc1noc(CN2CCC(OCc3cccnc3)CC2)n1	17	8	13	2	-4	0.2	15	0	0
O=C(NCC(=O)N1CCN(S(=O)(=O)c2cccc(F)c2)CC1)c1ccc(Br)o1	5	18	14	1	3	-0.3	32	1	-7
Cc1cc(=O)oc2cc3c(cc12)OCCO3	3	0	11	-1	-5	3.1	22	0	4
Cc1cc(NC(=O)CSc2nnc(-c3ccco3)n2C)no1	10	2	-3	-2	-4	0.1	9	-2	6
CC(NC(=O)C(C)N1CCN(S(=O)(=O)c2ccccc2)CC1)c1ccccc1 (stereo not given)	8	17	11	0	-1	-1.3	10	2	4
CC1CCCC(C)N1C(=O)Cn1cc(C#N)c2ccccc21 (stereo not given)	29	24	-2	-4	-2	-0.3	-6	-2	8
CC(=O)c1cccc(OCc2cc(C(=O)NC(C)Cc3cccnc3)no2)c1 (stereo not given)	9	6	19	1	-1	2.6	10	-4	13
O=C(CC1CC2CCC1C2)NC1CCCCCCC1 (stereo not given)	24	30	32	-1	-2	5.3	-1	2	3
Cc1ccn2cc(CCNS(=O)(=O)c3ccc(F)c(C(F)(F)F)c3)nc2c1	12	-3	9	0	-4	2.7	15	-3	3
Cc1cc(C)n(CC(O)COc2ccccc2[N+](=O)[O-])n1 (stereo not given)	9	16	9	1	-2	4.5	-12	-1	7
Cc1ccccc1N=CC1=C(O)c2ccccc2C1=O	35	30	22	1	3	-4.8	-31	-7	22
Cc1cc(C(=O)N2CCCC(N3CCN(c4ccc(F)cc4)CC3)C2)c(C)o1 (stereo not given)	5	-7	18	-1	-3	0.8	24	-1	3
Cc1n[nH]c(C)c1S(=O)(=O)N1CCCC(C(=O)Nc2nccs2)C1 (stereo not given)	11	-1	11	-1	0	0.0	5	-1	-19

Given field by field: three of the compounds above
> Cc1ccccc1N=CC1=C(O)c2ccccc2C1=O
  tim10-1 inh: 35
  tim23-1 inh: 30
  NALP3 yeast inh: 22
  GRIN3A LBD mod: 1
  APJ agonist: 3
  CHOP UPR activ: -4.8
  Mdm2-MdmX inh: -31
  UPR XBP1 act: -7
  TIM10 inh: 22

> CC1CCCC(C)N1C(=O)Cn1cc(C#N)c2ccccc21 (stereo not given)
  tim10-1 inh: 29
  tim23-1 inh: 24
  NALP3 yeast inh: -2
  GRIN3A LBD mod: -4
  APJ agonist: -2
  CHOP UPR activ: -0.3
  Mdm2-MdmX inh: -6
  UPR XBP1 act: -2
  TIM10 inh: 8

> O=C(NCC(=O)N1CCN(S(=O)(=O)c2cccc(F)c2)CC1)c1ccc(Br)o1
  tim10-1 inh: 5
  tim23-1 inh: 18
  NALP3 yeast inh: 14
  GRIN3A LBD mod: 1
  APJ agonist: 3
  CHOP UPR activ: -0.3
  Mdm2-MdmX inh: 32
  UPR XBP1 act: 1
  TIM10 inh: -7

The list goes on.
SMILES	tim10-1 inh	tim23-1 inh	NALP3 yeast inh	GRIN3A LBD mod	APJ agonist	CHOP UPR activ	Mdm2-MdmX inh	UPR XBP1 act	TIM10 inh
O=C(COC(=O)CNC(=O)c1ccc(Cl)cc1)Nc1ccc2c(c1)OCCO2	11	-8	14	0	-1	1.7	-5	0	-6
Cc1ccc(C)c(S(=O)(=O)N2CCCC2CNC(=O)C(=O)NCCc2ccccc2)c1 (stereo not given)	23	39	16	-1	-1	2.8	19	-1	2
COc1cccc(CNC(=O)C2CCN(C(=O)N(C)C)CC2)c1	5	7	10	-13	-7	0.6	-5	2	9
CC(C)CN(C(=O)Cn1c(Cl)nc2c1c(=O)n(C)c(=O)n2C)C1CCS(=O)(=O)C1 (stereo not given)	4	15	10	1	-7	3.2	5	-3	-6
O=C(NC1CCCCC1)C(c1ccc(Cl)cc1)N(C(=O)c1ccccn1)c1cccnc1 (stereo not given)	-3	-1	16	nt	-4	0.5	-6	-2	16
COc1ccc(OC)c(NC(=O)COc2ccc3c(c2)CCC3)c1	-6	22	34	1	0	-0.1	9	0	5
O=C(CCC(=O)c1ccc(Cl)cc1)NCc1ccccc1	12	13	8	0	-5	1.8	20	-4	-3
CC1CN(C(NC(=O)C(C)(C)C)C(Cl)(Cl)Cl)CC(C)O1 (stereo not given)	25	19	8	-1	2	-0.1	-21	-1	9
CC[C@H](C)C(=O)O[C@H]1C[C@@H](C)C=C2C=C[C@H](C)[C@H](CC[C@@H]3C[C@@H](O)CC(=O)O3)[C@H]21	14&21	8&28	10&-4	5&2	7&-1	-1.4&3.1	53*!	-10&-5	14&22
O=C(Nc1ccc(Cl)c(Cl)c1)NC1CCS(=O)(=O)C1 (stereo not given)	12	10	6	-7	-4	-2.1	-4	-1	-7
CCOc1cc(C#N)ccc1OCC(=O)NNC(=O)CC1CCS(=O)(=O)C1 (stereo not given)	5	6	-3	3	3	-0.1	36	0	0
COc1ccc(C(=O)CN2CCN(c3ncccn3)CC2)cc1	8	13	5	1	-3	-1.6	19	-3	-9
CC(NS(=O)(=O)c1ccc(Cl)c(Cl)c1)C(=O)OCC(=O)N1CCCCCC1 (stereo not given)	-4	11	18	0	-4	0.3	19	-1	7
CC(=O)Nc1ccc(C(=O)OCC(=O)c2ccc(C)c([N+](=O)[O-])c2)cc1	30	46	20	-22	-5	1.7	13	1	15
Cc1ccc(C(C)(C)NC(=O)C2CCC(=O)N(CC3CCCCC3)C2)cc1 (stereo not given)	23	22	7	2	-2	3.1	12	-1	7
COc1ccc(Cc2nnc(NC(=O)c3cc(OC)c(OC)c(OC)c3)s2)cc1OC	8	9	8	0	-1	-0.7	13	-2	14
CC(C)CNC(=O)N1c2ccccc2Sc2ccccc21	4	6	2	0	-7	0.8	0	-1	-11
O=C(O)CC(NS(=O)(=O)c1ccc2c(c1)OCCO2)c1ccccc1[N+](=O)[O-] (stereo not given)	16	6	3	1	0	-0.8	-6	6	18
Cc1ccc(C(=O)Nc2scc(-c3ccccc3)c2C(=O)O)cc1	85*	86*	79*	-2	2	0.8	-29	-4	82*
C/C(=N\NC(=O)c1ccc(N)cc1)C1CC1	2	-6	4	-1	4	0.4	-8	2	0
COc1ccc(N(CC(=O)NCCSCc2ccc(Cl)cc2)S(C)(=O)=O)cc1Cl	3	27	14	-9	-1	1.9	8	-3	-8
COc1cc(C(=O)N(Cc2cccnc2)Cc2cc3cc4c(cc3[nH]c2=O)OCCO4)cc(OC)c1OC	7	12	12	-2	-1	-2.0	1	-2	-9
CC1(c2ccc3c(c2)OCCCO3)NC(=O)N(CC(=O)Nc2cccc(C#N)c2)C1=O (stereo not given)	14	-17	5	-1	-1	-1.2	-8	0	8
COc1ccc(OC)c(S(=O)(=O)NCC(=O)O)c1	-16	1	8	1	-2	-2.1	2	2	-15
CCCCCCCCNC(=O)CCNC(=O)c1ccc(C(C)(C)C)cc1	25	18	14	-7	-2	-0.3	25	-2	17
Cc1cccc(-n2nc(C(=O)Nc3ccccc3)n3c(=O)cc(-c4ccccc4)nc23)c1	-11	-3	1	1	-4	-0.6	2	0	-13
CN(C)CCN1C(=O)C(=O)/C(=C(/O)c2ccc3c(c2)OCCO3)C1c1ccccn1 (stereo not given)	-17	-9	4	2	0	1.4	29	-1	-16
Cc1ccsc1/C=N/Nc1ccc(F)cc1F	28	31	20	-14	0	5.8	-44	2	14
Cc1cccc(CCNC(=O)CCc2nc(-c3ccccc3F)no2)c1	9	23	37	1	-4	-1.5	-1	-1	-2
Nc1c(-c2cccc(Cl)c2)cnc2c(-c3ccccc3)cnn12	9	3	-8	3	-4	2.6	-50	4	-15
CCN(CC)C(=O)CSc1nnc(-c2cc3ccccc3cc2O)n1CC	31	10	9	-5	-1	-1.9	6	-2	13
CN1C(=O)N(S(=O)(=O)c2ccc(F)c(F)c2F)C(=O)C1(C)C	19	14	1	4	9	1.8	9	0	7
Cc1cc(C)cc(OC(C)C(=O)Nc2ccc3c(c2)n(C)c(=O)n3C)c1 (stereo not given)	-8	7	3	-1	-4	-0.9	28	-4	-17
O=c1[nH]c(N2CCc3ccccc3C2)nc2c1CCC2	7	-3	3	1	-3	-0.9	7	-4	-2
Nc1nnc(-c2ccncc2)s1	9	2	5	2	-3	-0.8	18	-2	-2
COc1ccc(/C=N/NC(=O)c2cccc([N+](=O)[O-])c2)cc1OS(=O)(=O)c1ccc(C)cc1	10	16	7	2	7	0.0	27	1	1
COc1ccc(CCNC(=O)c2ccnc(C(C)(C)C)c2)cc1OC	0	9	18	-1	1	0.5	9	-2	1
O=C1CC(CSc2ccc(Cl)cc2)=NN1	20	30	2	4	0	-0.1	20	-2	-8
O=C(Nc1ccc(Cl)cc1)Nc1ccccc1Sc1ncc([N+](=O)[O-])s1	-13	54*	13	13*	-2	12	-22	40*	5
C=CCOc1c(Br)cc(C2C3=C(CCCC3=O)N(C)C3=C2C(=O)CCC3)cc1OCC	17	0	5	1	1	2.6	-40	-1	0
COCCNC(=S)N/N=C/c1ccc(OCc2ccc(C(=O)OC)cc2)cc1	22	-15	5	-2	-2	-0.1	5	-1	6
CCC(=O)N(Cc1cc2c(C)cc(C)cc2[nH]c1=O)C1CCCCC1	32	26	2	-2	4	-3.2	7	1	10
CC(=O)c1ccc(OCCn2c(SCC(=O)O)nc3ccccc32)cc1	-11	-4	14	3	4	2.2	-5	-5	3
O=C(CNC(=O)c1ccccc1F)NCc1ccncc1	8	7	14	3	-3	-1.4	-1	0	0
COC(=O)c1ccc2c(=O)n(CCCCCC(=O)O)c(=O)[nH]c2c1	3	5	12	-15	-1	0.1	-22	0	0
Cn1c(=O)n(CCc2ccccc2)c(=O)c2c1nc1n2CCCN1c1ccccc1	-6	1	25	0	-5	0.6	15	0	-1
Cc1ccccc1-n1cc(CNC(=O)CC2C(=O)NCCN2C/C=C/c2ccccc2)cn1 (stereo not given)	6	16	7	-1	-3	0.2	1	-4	22
Cc1cc(NC(=O)CSc2ncccc2C(=O)O)no1	5	17	10	1	-6	-1.5	-14	-2	-17
O=C(Cc1ccccc1F)Nc1ccc(SC(F)F)cc1	25	36	26	-1	-3	5.8	-109	-2	9
CC1CCCN(C(=O)c2sc3cc([N+](=O)[O-])ccc3c2Cl)C1 (stereo not given)	31	45	15	-8	0	6.1	12	2	7
O=C(Cn1c(=O)ccn(Cc2ccccc2)c1=O)Nc1cccc(S(=O)(=O)N2CCOCC2)c1	1	1	16	0	-5	-0.2	30	1	-7
C/C(=N/NS(=O)(=O)c1ccccc1)c1ccc(NC(=O)C2CC2)cc1	1	1	-27	-2	1	0.0	0	4	-1

Source: PubChem (Sanford-Burnham Center for Chemical Genomics)

This is a random part of the collection (roughly 8.2% active in at least one column).
